# From PubChem BioAssay
# 14-3-3 PPI – modulators of human 14-3-3 gamma - Raf peptide interaction; P61981; FP, 14-3-3gamma / TMR-pS259-Raf peptide binding; inhibition, % at 40 µM; 0.19% of 160,000 active; AID 422; in the data active = inhibition above about 30%;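 also: 0% = protein plus tracer without compound and 100% = blank with tracer alone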
# Target sequence (P61981 whole entry, looked up): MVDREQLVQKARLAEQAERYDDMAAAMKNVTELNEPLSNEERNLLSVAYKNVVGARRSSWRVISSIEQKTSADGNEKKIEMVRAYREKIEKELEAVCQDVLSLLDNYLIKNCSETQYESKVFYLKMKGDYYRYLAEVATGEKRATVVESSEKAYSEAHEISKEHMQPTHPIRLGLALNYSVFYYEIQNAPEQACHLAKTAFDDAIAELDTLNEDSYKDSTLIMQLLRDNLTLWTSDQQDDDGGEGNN
# * marks the source's active call; other numbers are inactive results; & = joins results of further samples.
14-3-3 PPI | Compound
-1.7 | O=C(OCCN1C(=O)c2cccc3c(N4CCOCC4)ccc(c23)C1=O)c1ccc(C(=O)c2ccccc2)cc1
-0.7 | O=C1C2C3c4ccccc4C(c4ccccc43)C2C(=O)N1c1ccc([N+](=O)[O-])cc1 (stereo not drawn)
-4.2 | COc1ccc(C)cc1NC(=O)c1cn(-c2ccc(Cl)cc2)c(=O)c2ccccc12
0.7 | COc1ccc(OCC2CNC(=O)O2)cc1 (stereo not drawn)
2.3 | CN(C(N)=O)C1CCS(=O)(=O)C1 (stereo not drawn)
-8.7 | O=C(COc1ccccc1)Nc1ccn(Cc2ccccc2Cl)n1
-6.0 | COc1cccc(C2=CC(c3ccco3)n3ncnc3N2)c1 (stereo not drawn)
-7.8&-26.3 | COc1ccc2sc(NC(=O)c3ccco3)nc2c1
-10.7 | CCOC(=O)CNC(=O)c1nn(-c2ccc(OCC)cc2)c(=O)c2ccccc12
-3.1 | O=C(CCn1c(=O)oc2ccccc21)N1CCCCCC1
0.0 | CCC(=O)N1CCc2cc(S(=O)(=O)NCCCN3CCN(c4cccc(Cl)c4)CC3)ccc21
-9.0 | Fc1ccc(N2CCN(c3nc(-c4ccccc4F)nc4ccccc34)CC2)cc1
-13.3 | CCOc1ccc(C(=O)Nc2ccc(N3CCOCC3)cc2)cc1Cl
-10.5 | O=C(Nc1ccc(O)c(-c2nc3ccccc3s2)c1)c1cccc2ccccc12
-11.2 | O=C(CCn1c(=O)oc2ccccc21)NCCCN1CCN(c2ccc(F)cc2)CC1
-7.9 | CCn1c(SCc2nc3ccccc3[nH]2)nnc1-c1cccs1
2.2 | Cc1cc(NC(=O)CSc2nc(=O)cc(N)n2-c2ccccc2)no1
1.4 | O=S(=O)(c1cccc2nsnc12)N1CCN(c2ccccn2)CC1
4.0 | O=C(CSc1nccn1-c1ccc(Cl)cc1)Nc1ccc2c(c1)OCCO2
-7.1 | CC(=O)Nc1ccc2nc(-c3ccc4nc(NC(C)=O)sc4c3)[nH]c2c1
-4.4 | CCN1C(=O)c2cccc3c(NC(=O)c4ccc(OC)cc4OC)ccc1c23
-7.1 | COc1ccc(NC(=O)CC2CCCCC2)cc1OC
-7.0 | COCCNc1nnc(SCC(=O)N2CCN(S(=O)(=O)c3ccccc3)CC2)s1
-8.2 | NS(=O)(=O)c1ccc(CCNC(=O)C2CCCN(S(=O)(=O)c3cccc4nsnc34)C2)cc1 (stereo not drawn)
-1.8 | Cc1cc(C)cc(N2CC(c3nc4ccccc4n3C)CC2=O)c1 (stereo not drawn)
-1.5 | C=CCSc1nnc2c(n1)OC(c1ccc(O)c([N+](=O)[O-])c1)Nc1ccccc1-2 (stereo not drawn)
6.5 | COCCn1c(SCc2cccnc2)nnc1-c1ccco1
0.1 | CCC(C)NC(=O)CN1CCN(Cc2ccccc2Cl)C1=O (stereo not drawn)
-15.9 | COc1ccc(-c2cc(C(=O)O)c3ccccc3n2)c(OC)c1
1.7 | CCOCCCNc1c(-c2ccccc2)nc2cnccn12
-3.0 | O=C(CN1C(=O)c2ccccc2S1(=O)=O)Nc1ccc(O)cc1
2.5 | O=C(O)C1CCC(N2C(=O)C3CCCCC3C2=O)CC1 (stereo not drawn)
-14.5 | Cc1ccnc(NC(c2ccc(Cl)cc2)c2ccc3cccnc3c2O)c1 (stereo not drawn)
-1.0 | Nc1nc2n(n1)C(c1cccc(Cl)c1)CC(c1ccc(F)cc1)N2 (stereo not drawn)
-6.5 | C=CC1(C)CCC2C(O1)c1ccccc1OC2(C)CCC=C(C)C (stereo not drawn)
-15.8 | COc1ccc2ccccc2c1C1CC(=O)N2CN(C)CSC2=C1C#N (stereo not drawn)
0.3 | Cc1cccc2c1CC(C)(C)N=C2C1=C(O)CCCC1=O
-4.2 | Cc1ccc(-n2nc(C(=O)NC(C)c3ccc4c(c3)OCCO4)c3c4ccccc4n(C)c3c2=O)cc1 (stereo not drawn)
-3.2 | O=C1CC(c2ccccc2)CC(O)=C1C=NCc1ccco1 (stereo not drawn)
-6.9 | COc1ccc(C(=O)CSc2nc(C)cc(C)c2C#N)cc1

# The closing two entries of the section above open the next one.
14-3-3 PPI | Compound
-3.2 | O=C1CC(c2ccccc2)CC(O)=C1C=NCc1ccco1 (stereo not drawn)
-6.9 | COc1ccc(C(=O)CSc2nc(C)cc(C)c2C#N)cc1
-3.4 | COc1ccc(N=Cc2ccc(Cl)cc2)cc1Cl
-5.5 | CCCOc1ccccc1C1NC(=O)NC(C)=C1C(=O)OCCCBr (stereo not drawn)
-2.3 | CC(NC(=O)c1ccc2c(c1)OCO2)C(c1cccs1)N1CCOCC1 (stereo not drawn)
-8.1 | O=c1c2[nH]c3ccc(F)cc3c2ncn1CCN1CCOCC1
-6.7 | Cc1n[nH]c(=O)nc1NCc1ccco1
4.9 | COc1ccc(-c2cc(=O)n(-c3nc4ccccc4[nH]3)[nH]2)cc1
-11.2 | COC(=O)c1ccccc1NC(=O)CN1CCC(n2nnc3cc(F)ccc32)CC1
-6.0 | O=c1[nH]nc(-c2ccccc2)c(=O)[nH]1
-8.9 | CNC1=C(n2nnc3ccccc32)C(=O)c2ccccc2C1=O
3.8 | CCCCC(=O)Nc1ccc2c(c1)C(=O)NC2=O

# Ordered by formula weight (rising): four of the compounds above
14-3-3 PPI | Compound
-6.0 | O=c1[nH]nc(-c2ccccc2)c(=O)[nH]1
4.9 | COc1ccc(-c2cc(=O)n(-c3nc4ccccc4[nH]3)[nH]2)cc1
-2.3 | CC(NC(=O)c1ccc2c(c1)OCO2)C(c1cccs1)N1CCOCC1 (stereo not drawn)
-5.5 | CCCOc1ccccc1C1NC(=O)NC(C)=C1C(=O)OCCCBr (stereo not drawn)

# The listing continues.
14-3-3 PPI | Compound
-6.7 | COc1cc(C2CC(=O)C3=C(C2)Nc2ccccc2NC3c2ccc3c(c2)OCO3)cc(OC)c1OC (stereo not drawn)
2.6 | CCOc1ccc(NC(=O)Nc2ccc(Cc3ccncc3)cc2)cc1
-0.8 | Cc1cc2c(nn1)CCC/C2=N\O
-0.5 | COc1ccccc1COCC(O)CNCC1(N2CCCCC2)CCCCC1 (stereo not drawn)
2.4 | COc1ccc(NC(=O)c2cc(S(=O)(=O)N3CCCCC3)ccc2N2CCCCC2)cn1
-44.2 | Cc1cccn2cc(-c3cccs3)cc12
-2.6 | COC(=O)C1=C(C)NC(C)=C(C(=O)OC)C1c1ccc(C(C)(C)C)cc1
-4.7 | CCC(c1nnnn1Cc1cccs1)N1CCN(C2CCCC2)CC1 (stereo not drawn)
-8.2&1.7 | COc1ccc(CN2C(=O)CCC2(C)C(=O)NC2CCCCCC2)cc1 (stereo not drawn)
-7.3 | O=C(Nc1cccc(Cl)c1)c1c(O)c2c([nH]c1=O)CCCC2
7.1 | CC1(C)CC(n2c(=O)c3cc4c(=O)n(C5CC(C)(C)NC(C)(C)C5)c(=O)c4cc3c2=O)CC(C)(C)N1
-11.4 | O=C(c1ccc2c(=O)n(C3CCCC3)c(=S)[nH]c2c1)N1CCNCC1
-6.1 | CCOc1ccc(CN2CCN(Cc3ccccn3)CC2)cc1
-0.5 | Nc1c(N2CCCCC2)c2ccccc2oc1=O
-52.6 | O=[N+]([O-])c1cccc(C=Nc2ccc3oc(-c4ccc5ccccc5c4)nc3c2)c1
-4.7 | O=C(CC1Sc2ccccc2NC1=O)OCC(=O)N1CCc2ccccc21 (stereo not drawn)
-0.5&-9.8 | COC(=O)C1=C(C)N(C)C(C)=C(C(=O)OC)C1c1cccc(Br)c1
0.5 | Cc1ccc(F)cc1NC(=O)c1ccc2c(c1)OCO2
-6.5 | CC1(C)CC(=O)C2=C(C1)OC1=C(C(=O)CC(C)(C)C1)C2c1cc(Cl)ccc1O
-15.7 | O=[N+]([O-])c1ccc(-c2nc3ccc4ccccc4c3c3c2CCC3)cc1
0.7 | CC(Nc1nc(-c2ccccc2F)nc2ccccc12)c1ccccc1 (stereo not drawn)
-1.9 | COc1cccc(C2CC(c3ccc(Cl)cc3Cl)Nc3nc(N)nn32)c1 (stereo not drawn)
-7.0 | COC(=O)c1ccccc1NC(=O)Cn1cc2c(n1)CCC(C)C2 (stereo not drawn)
-4.2 | CCOC(=O)C1CCCN(Cc2nc(N)nc(Nc3ccccc3)n2)C1 (stereo not drawn)
-11.6 | CC(C)CN(CC(C)C)C(=O)CN1C(=O)c2ccccc2C1=O
-6.3 | Cn1c(=O)[nH]c(=O)c2c1nc(N1CCc3ccccc3C1)n2CCSc1nc2ccccc2s1
-8.1 | COC(=O)c1[nH]c2ccc(C)cc2c1NC(=O)CN1CCN(Cc2ccccc2)CC1
26.7 | CC1CCN(CCCNC(=O)c2cc3c(=O)[nH]c4ccccc4c3n2C)CC1
-7.5 | CN1CCN(c2nc3cc(C(F)(F)F)ccc3n3cccc23)CC1
0.0 | O=C(COc1ccccc1[N+](=O)[O-])OC1CCS(=O)(=O)C1 (stereo not drawn)
0.2 | OCCOCCOCCn1c2ccccc2c2ccccc21
12.2 | CCOC(=O)c1c(NCc2ccccc2O)sc2c1CCCC2
-45.5 | O=[N+]([O-])c1cc(-c2ccc(C(=S)N3CCOCC3)o2)ccc1Cl
-8.4 | COc1cccc(-n2nc(C(=O)Nc3cc(C)ccc3OC)c3ccccc3c2=O)c1
5.3 | CCOC(=O)C1=C(N)OC2=C(C(=O)CC(C)(C)C2)C1c1ccc(C)s1 (stereo not drawn)
-24.0 | CC(C)(C)c1cc(CCC(=O)NCCN)cc(C(C)(C)C)c1O
-2.3 | C=C(C)CC1N(c2ccc(F)cc2)C(=O)C2C(C(=O)O)C3C=CC21O3 (stereo not drawn)
-2.1 | Cc1cccc(C(=O)Nc2c3c(nn2-c2cccc(Cl)c2)CS(=O)(=O)C3)c1
-2.8 | Cc1cc(NC(=O)CSc2nc3ccc(Br)cc3c3nc4ccccc4n23)no1
2.5 | CC1=C(C(=O)Nc2ccc(C)cn2)C(c2ccc(F)cc2)C2=C(CCCC2=O)N1 (stereo not drawn)
3.8 | Cc1ccc(C(C)(C)C)c(OCC(=O)Nc2ccccc2C(F)(F)F)c1
2.6 | CC(C)CCNC(=O)C1CCCN(c2nc3ccccc3o2)C1 (stereo not drawn)
-101.3 | Cc1c(C(=O)O)ccc2c1NC(c1ccccc1F)C1CC=CC21 (stereo not drawn)
-195.6 | Cc1ccc(-c2nc3ccccc3o2)cc1NC(=O)c1cc([N+](=O)[O-])ccc1Cl
-7.8&-3.3 | CCOC(=O)c1c(N)sc(C(=O)N2CCCCCC2)c1C
-5.0 | CCCOc1ccc(NC(=O)C2CC(=O)N(C)C(=Nc3ccc(OCC)cc3)S2)cc1 (stereo not drawn)
-9.4 | CC(C)CNc1ccc(C(=O)O)cc1[N+](=O)[O-]
-4.1 | COCCCNC(=O)CCSc1ccc(Cl)cc1
-4.8 | CCCCn1cnc2c1c(=O)n(CC(=O)c1cc(C)n(C)c1C)c(=O)n2CC(C)C
-4.9 | O=C(CN1CCCCC1)N1CCN(S(=O)(=O)c2ccccc2)C1

# Fetched by compound from above, five records:
14-3-3 PPI | Compound
-195.6 | Cc1ccc(-c2nc3ccccc3o2)cc1NC(=O)c1cc([N+](=O)[O-])ccc1Cl
-5.0 | CCCOc1ccc(NC(=O)C2CC(=O)N(C)C(=Nc3ccc(OCC)cc3)S2)cc1 (stereo not drawn)
3.8 | Cc1ccc(C(C)(C)C)c(OCC(=O)Nc2ccccc2C(F)(F)F)c1
-9.4 | CC(C)CNc1ccc(C(=O)O)cc1[N+](=O)[O-]
-101.3 | Cc1c(C(=O)O)ccc2c1NC(c1ccccc1F)C1CC=CC21 (stereo not drawn)

# Continued:
14-3-3 PPI | Compound
5.6 | Cc1ccc(S(=O)(=O)N2C(=O)CCC2C(=O)Nc2ccc3c(c2)OCCO3)cc1 (stereo not drawn)
-61.8 | COc1ccc(Nc2cc(C(=O)NCc3ccco3)c3ccccc3n2)c(OC)c1
-4.8 | CN(C)S(=O)(=O)n1cc[n+](C)c1
-4.4 | CCOC(=O)c1c(Cl)nc(Cl)c(Cl)c1Nc1ccc(OC)cc1
4.1&-1.6 | CN(C1CCS(=O)(=O)C1)S(=O)C12CC3CC(CC(C3)C1)C2 (stereo not drawn)
-12.9 | N=c1sccn1CC(=O)NCCc1ccc(Cl)cc1
0.9 | Cc1[nH]c2ccc(C(=O)OCCN(C)C)cc2c1C
-4.5 | COC(=O)c1cc(NC2c3ncccc3C(=O)N2Cc2ccccc2)cc(C(=O)OC)c1 (stereo not drawn)
-16.6 | COc1ccc(C(=O)Nc2cccc(NC(=O)c3ccco3)c2)cc1OC
-9.9 | CCCCn1c(=S)[nH]c2cc(OC)c(OC)cc2c1=O
-7.2 | COc1ccc(C2C(C#N)=C(N)Oc3cc(C)n(Cc4ccncc4)c(=O)c32)cc1 (stereo not drawn)
-69.7 | CCC(C)c1ccc(OCC(=O)Nc2cccc(-c3nc4ccccc4c(=O)o3)c2)cc1 (stereo not drawn)
-2.5 | COc1cccc2cc(C(=O)Nc3sc(C)c(-c4ccccc4)c3C(N)=O)c(=O)oc12
-4.1 | O=C(Nc1cccc(O)c1)c1noc2c1CCCCC2
-19.7 | Cc1ccc(NC(=O)COC(=O)c2ccc3c(c2)NC(=O)C2CCCN32)cc1C (stereo not drawn)
-3.5 | CC(=O)Nc1ccc(NC(=O)c2ccc(Cl)c([N+](=O)[O-])c2)cc1
-11.5 | CC1CCN(S(=O)(=O)c2cccc(C(=O)N(C)C3CCS(=O)(=O)C3)c2)CC1 (stereo not drawn)
-4.0 | CCOC(=O)c1c(NC(=O)c2cc(-c3cccs3)on2)sc(C)c1C
-44.5 | Cc1ccccc1N1OC2C(=O)N(c3sc4c(c3C#N)CCCC4)C(=O)C2C1c1cccs1 (stereo not drawn)
-1.6 | CSc1ccc(C2C3=C(CC(C)(C)CC3=O)Nc3ccc4ncccc4c32)cc1 (stereo not drawn)
3.6 | O=C(NCCc1ccccc1)C(c1cccs1)N(C(=O)c1csnn1)C1CC1 (stereo not drawn)
-4.5 | Cc1ccc(-c2nc(N3CCCC(C)C3)c3ccccc3n2)cc1 (stereo not drawn)
1.9&-11.3 | CCC1Oc2ccccc2N(CC(=O)NCCCN2CCCCC2CC)C1=O (stereo not drawn)
-17.2 | Cc1ccccc1-c1nnc(-c2ccccc2)o1
0.2&-8.3 | CC(=O)N(C(C)=O)c1ncc2c([nH]c3ccccc32)c1C#N
-114.6 | COc1cccc(C2Nc3ccc(S(=O)(=O)Nc4ccc(C)cc4C)cc3C3C=CCC32)c1 (stereo not drawn)
-10.3 | O=C(COC(=O)c1cc(S(=O)(=O)N2CCCCC2)ccc1N1CCOCC1)NC1CCCCC1

# An excerpt. The share of hits here may be higher or lower than overall.
